# APJ antagonist – antagonists of human apelin receptor APJ, primary screen, CHO-K1 cells, beta-arrestin complementation, luminescence; P35414; inhibition, % at 20 µM; hit rate 0.32% among 330,000; AID 2521, 2010;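 active = inhibition above about 40% at 20 µM, limit read from the data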;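 note: cells challenged with 10 nM apelin-13 agonist together with compound; plate controls were apelin-13 plus DMSO wells for no effect and DMSO wells lacking apelin-13 for full effect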
# Target sequence (P35414 whole entry, looked up): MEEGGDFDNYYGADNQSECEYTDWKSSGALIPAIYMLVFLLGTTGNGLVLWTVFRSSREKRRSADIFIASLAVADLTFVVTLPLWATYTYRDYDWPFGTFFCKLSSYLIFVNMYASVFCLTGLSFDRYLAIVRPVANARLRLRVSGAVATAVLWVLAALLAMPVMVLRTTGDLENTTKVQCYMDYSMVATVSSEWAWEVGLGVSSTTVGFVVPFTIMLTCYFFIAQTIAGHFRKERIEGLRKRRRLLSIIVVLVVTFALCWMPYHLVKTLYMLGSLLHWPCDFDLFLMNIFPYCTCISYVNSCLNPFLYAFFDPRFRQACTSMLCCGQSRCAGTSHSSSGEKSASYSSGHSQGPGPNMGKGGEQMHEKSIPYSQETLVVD
# tim23-1 inh – growth inhibitors of tim23-1 mutant yeast, primary screen, luminescence, uHTS | S. cerevisiae tim23-1 growth, BacTiter-Glo luminescence, 24 h | inhibition, % at 20 µM | hit rate 1.3% among 330,000 | AID 463212, 2010;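 active = growth inhibition of the mutant yeast at or above 50%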;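 note: temperature-sensitive mutant grown at 25 °C; plate controls were DMSO-treated mutant yeast for no effect and medium wells lacking yeast for full effect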
# Jurkat NFkB inh – inhibitors of induced NF-kB luciferase reporter, primary screen, TCR NF-kB activation inhibitor project, cell-based, luminescence, uHTS. Jurkat, PMA/ionomycin-induced NF-kB luciferase reporter. inhibition, % at 4 µM. hit rate 0.53% among 330,000; in the data active = inhibition above about 50%
# APJ agonist – agonists of human apelin receptor APJ, primary screen, CHO-K1 cells, PathHunter beta-arrestin, luminescence; activation, % at 20 µM; AID 2520, 2010; P35414; hit rate 0.11% among 330,000; 0% DMSO wells, 100% apelin;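 active = activation more than six SD over the plate average, tested at 20 µM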;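 note: 0% = DMSO alone and 100% = apelin-13 at 10 nM; some results filed as inactive read as strong as hits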
#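 system = engineered CHO-K1 APJ arrestin reporter cells | input = 1000 cells per well | timing = overnight seeding, 90 min compound at 25 °C, 1 h detection | measured by = enzyme-fragment complementation luminescence | read-out = beta-arrestin recruitment to APJ as agonist activity, luminescent signal | control set = negative DMSO alone, positive Apelin-13 at 10 nM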
# Mdm2-MdmX inh – inhibitors of human Mdm2-MdmX association, primary screen, cell-based, luminescence, split luciferase, SaOS-2, uHTS; Protein Mdm4 (Homo sapiens) + E3 ubiquitin-protein ligase Mdm2 (Homo sapiens), …; SaOS-2 split-luciferase Mdm2/MdmX complementation; inhibition, % at 8 µM; hit rate 3% among 330,000; AID 485346, 2010;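 active = inhibition of at least 50% at 8 µM in the primary screen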
# 697 NFkB inh – inhibitors of PMA/ionomycin-induced NF-kB reporter, 697 cells, primary screen, B-cell NF-kB inhibitor project, cell-based, luminescence, uHTS; inhibition, % at 4 µM; hit rate 0.33% among 330,000; 697 B-cell NF-kB luciferase reporter, 16 h; in the data active = inhibition above about 35%
# CHOP UPR activ – activators of apoptotic CHOP UPR arm, primary screen, cell-based, CHO-CHOP luciferase reporter, luminescence, uHTS; UPR activation; percent of tunicamycin response over DMSO baseline; hit rate 0.34% among 330,000; activation, % at 10 µM;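 active = at 10 µM dose, activation of 40% or more, normalized to positive control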;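 note: 100% = tunicamycin at 10 µg/mL and 0% = DMSO alone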
#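 Dosing – one dose, 10 µM in 0.5% DMSO · System – CHO-CHOP cells, stable luciferase reporter of PERK-eIF2a-CHOP signalling · Input – 500 cells/well · Control set – tunicamycin 10 µg/mL final as positive, DMSO-only wells as negative · Timing – 6 h compound treatment, 37 °C · Measure – % activation vs tunicamycin · Technique – luminescence read with Steady-Glo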
# UPR XBP1 act – activators of adaptive XBP1 UPR arm, primary screen, cell-based, CHO-XBP1 luciferase reporter, luminescence, uHTS. IRE1-XBP1 UPR activation; percent of tunicamycin response, DMSO as zero. activation, % at 20 µM. hit rate 0.33% among 330,000. AID 463104, 2010;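 active = versus positive control, 20 µM dose yields 30% or more activation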;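 note: 100% = tunicamycin at 10 µg/mL and 0% = DMSO only wells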
#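 Test system: CHO-XBP1 luciferase reporter cells | Buffer or medium: Serum-containing F12 medium, 10% FBS | Schedule: 6 h compound exposure at 37 °C, 5% CO2 | Detection: Steady-Glo luciferase glow luminescence, 10 min after reagent addition | Read-out basis: Activation, % of tunicamycin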
# Starred values were filed as active, the others as inactive; i = inactive.
SMILES,APJ antagonist,tim23-1 inh,Jurkat NFkB inh,APJ agonist,Mdm2-MdmX inh,697 NFkB inh,CHOP UPR activ,UPR XBP1 act
Cc1ccccc1Cc1c(C)nc2c(C(=O)NCc3ccco3)cnn2c1C,-10,36,21,-6,-3,-2,2.2,-1
CC1(C)CC(=O)C=C(c2cccc(Br)c2)C1,8,38,-5,-3,10,3,1.4,1
CC(C)[C@H](NC(=O)c1ccccc1)C(=O)OCC(=O)/C=C1/N(C)c2ccccc2C1(C)C,-9,32,5,4,20,-7,0.4,0
O=C(Nc1ccc(NC(=O)c2cccs2)cc1)c1ccco1,-13,8,-52,1,-59,-28,6.5,-1
Cc1cc(Nc2cccc(F)c2)n2nc(C)nc2n1,-46,12,14,-4,16,3,-0.4,2
O=C(COC(=O)Cn1cnc2ccccc2c1=O)Nc1ccc2c(c1)OCO2,5,4,-1,-3,16,4,-1.2,-1
COC(=O)/C=c1/s/c(=C(/C#N)C(=O)N2CCCCC2)n(-c2ccccc2)c1=O,8,31,12,5,18,-26,1.6,-3
CCC(C)(C)NC(=O)C(OC(=O)c1cc2sccc2n1C)c1ccc(OC)cc1 (centres undefined),4,3,20,2,0,6,-0.4,-7
CC(C)(O)C#Cc1ccc(C(=O)N2CCN(c3ccc(F)cc3)CC2)cc1,-4,14,-11,2,21,11,-0.7,-5
N#Cc1ccc(OCc2nnc3n2CCCCC3)cc1,4,-5,14,-3,-7,4,2.0,-2
O=C(COc1ccccc1)N1CCN(S(=O)(=O)c2cccc([N+](=O)[O-])c2)CC1,-29,8,-5,0,3,22,1.4,-3
COc1ccc(CN2CCN(C3CCC3)CC2CCO)c(C)c1C (centres undefined),-15,-10,10,-3,5,1,1.1,-5
Cc1cccc(Nc2c(-c3ccc(O)cc3)nc3ncccn23)c1,10,7,-1,-3,13,-13,-1.3,4
O=C(CNS(=O)(=O)c1ccccc1)NCC(=O)OCc1ccc(Br)cc1,-28,-9,-12,-3,15,-4,1.7,1
O=C(Nc1cccc(S(=O)(=O)N2CCOCC2)c1)c1cnn2c(C(F)F)cc(-c3ccccc3)nc12,-3,-3,4,-3,12,-2,0.6,5
O=C1C(Cl)=C(NCCCN2CCOCC2)C(=O)N1CCc1ccccc1,16,-145,-12,-5,3,1,0.1,1
Cc1nn(-c2ccccc2)c(C)c1C(=O)OCC(=O)N(C)c1c(N)n(Cc2ccccc2)c(=O)[nH]c1=O,6,4,8,-1,10,17,-0.4,-1
CN(Cc1ccccc1F)C(=O)c1ccccc1Sc1ccccc1C#N,24,44,-13,1,-26,-36,3.6,-6
Cc1nc2sccn2c(=O)c1S(=O)(=O)Nc1ccc(N2CCN(C)CC2)cc1,-5,-2,-8,-2,18,-7,1.6,-1
Cc1ccc(-c2cn3c(n2)CCCC3)cc1,16,-5,-4,-6,24,-2,5.6,0
Cc1cc(Br)ccc1S(=O)(=O)NCc1ccccc1,-3,34,6,3,1,-23,2.6,-1
COc1ccc(-c2cc(=O)oc3c(C)c(OC(C)C(=O)NCc4ccccn4)ccc23)cc1 (centres undefined),-7,16,15,-4,-3,18,0.6,-2
O=C(NCCCn1ccnc1)/C(=C\c1cccs1)NC(=O)c1ccccc1,-6,9,0,1,-4,-7,-0.6,-3
O=C1CN(C(=O)COC(=O)Cc2ccsc2)c2ccccc2N1,-5,10,0,-1,3,6,-0.1,7

# The last 2 records of the part above are carried over, then new ones follow.
SMILES,APJ antagonist,tim23-1 inh,Jurkat NFkB inh,APJ agonist,Mdm2-MdmX inh,697 NFkB inh,CHOP UPR activ,UPR XBP1 act
O=C(NCCCn1ccnc1)/C(=C\c1cccs1)NC(=O)c1ccccc1,-6,9,0,1,-4,-7,-0.6,-3
O=C1CN(C(=O)COC(=O)Cc2ccsc2)c2ccccc2N1,-5,10,0,-1,3,6,-0.1,7
CCc1noc(C)c1C(=O)Nc1ccccc1N1CCOCC1,-7,-3,11,-3,14,6,0.8,-3
S=c1[nH]nc(C2CCCCC2)n1/N=C/c1ccccc1Br,5,52*,-10,-5,-19,13,-1.9,-4
Cc1cc(C)cc(NS(=O)(=O)c2ccc3[nH]c(=O)ccc3c2)c1,1,-11,17,0,12,14,0.0,-3
N#Cc1ccc(OCC(=O)NCCN2CCOCC2)cc1,4,17,-3,-3,-13,17,1.8,-2
CCC(=O)N(Cc1cc(=O)[nH]c2ccccc12)c1ccc(C)cc1C,18,5,-5,-1,11,-13,-1.5,6
CCCC(=O)N1CCN(c2ccc(NC(=O)c3ccc(Br)o3)cc2)CC1,10,11,-5,-2,8,4,4.3,-1
COc1ccc2cc(-c3nc4ccccc4n3C)c(=O)oc2c1,-1,26,-69,-3,-95,-101,1.1,-2
Cn1c(N)c(C(=O)COC(=O)CCOc2ccc(C(C)(C)C)cc2)c(=O)n(C)c1=O,12,13,-12,-3,-3,-4,-1.3,-1
O=C(NN1C(=O)C2C3C=CC([C@H]4CC34)[C@@H]2C1=O)c1ccc(Br)cc1 (some centres undefined),14,-2,-13,1,-5,-9,0.9,-5
O=C(NCc1nnc(SCC(=O)N2CCCC2)o1)c1ccc(F)cc1,8,7,-6,-5,-3,3,-1.8,-4
FC(F)c1nnc2c(Cl)cc(C(F)(F)F)cn12,2,-1,2,-1,17,19,0.6,0
O=S(=O)(c1ccc(Cl)c(C(F)(F)F)c1)N1CCN(CC(O)COc2ccccc2F)CC1 (centres undefined),16,29,14,-1,-9,10,1.8,-6
Cc1nn(C)c(C)c1/C=C/C(=O)O,-10,1,7,0,6,-12,-1.6,-3
COc1cc2c(c(OC)c1OC)-c1c(cc3c(c1OC)OCO3)C1OC2[C@@H](C)[C@H]1C (some centres undefined),-2,28,4,-2,11,22,-0.5,2
COc1ccc(C(C)(C)C)cc1NC(=O)COC(=O)C1=NNC(=O)CC1,11,15,-2,-3,-20,-15,0.8,4
CCCC(=O)Nc1nnc(SCC(=O)Nc2nc(C)cs2)s1,-5,-18,-8,-2,20,16,1.1,-3
Cc1ccc(NC(=O)COC(=O)/C=C/c2cccs2)c(C)c1,-14,5,9,-3,6,16,-1.0,-3
COc1ccc(-c2nnn(CC(=O)N(CCO)C(C(=O)NC3CCCC3)c3ccncc3)n2)cc1 (centres undefined),5,1,5,-2,-13,11,-0.4,-2
Cc1nn2c(-c3cccc(NC(=O)CN4CCOCC4)c3)nnc2c2ccccc12,9,11,-9,2,2,7,0.2,6
Cc1oc2c(c1C(=O)O)C(=O)c1ccccc1C2=O,-170,15,1,1,24,9,2.5,2
COc1cccc(N2C(=NC(=O)C3CCCO3)SC3CS(=O)(=O)CC32)c1 (centres undefined),11,4,-5,1,-12,-6,0.0,0
COc1ccc(C2C(C(=O)N3CCOCC3)c3ccccc3C(=O)N2c2ccc(OC)cc2)cc1 (centres undefined),10,8,-5,2,20,28,-0.9,-3
Cc1ccc(NC2=C(Cl)C(=O)OC2NC(=O)c2ccccc2)cc1 (centres undefined),-21,12,-15,-4,16,-11,-2.5,-1
COc1c(C)cc(C(=O)C2CCCN(C(=O)c3cccc(F)c3)C2)cc1C (centres undefined),17,21,-15,-1,3,5,0.4,-6

# A second format for some results above:
# Each structure is followed by: APJ antagonist	tim23-1 inh	Jurkat NFkB inh	APJ agonist	Mdm2-MdmX inh	697 NFkB inh	CHOP UPR activ	UPR XBP1 act
O=C(NCc1nnc(SCC(=O)N2CCCC2)o1)c1ccc(F)cc1
 : 8	7	-6	-5	-3	3	-1.8	-4
FC(F)c1nnc2c(Cl)cc(C(F)(F)F)cn12
 : 2	-1	2	-1	17	19	0.6	0
O=S(=O)(c1ccc(Cl)c(C(F)(F)F)c1)N1CCN(CC(O)COc2ccccc2F)CC1 (centres undefined)
 : 16	29	14	-1	-9	10	1.8	-6
Cc1nn(C)c(C)c1/C=C/C(=O)O
 : -10	1	7	0	6	-12	-1.6	-3
COc1cc2c(c(OC)c1OC)-c1c(cc3c(c1OC)OCO3)C1OC2[C@@H](C)[C@H]1C (some centres undefined)
 : -2	28	4	-2	11	22	-0.5	2
COc1ccc(C(C)(C)C)cc1NC(=O)COC(=O)C1=NNC(=O)CC1
 : 11	15	-2	-3	-20	-15	0.8	4
CCCC(=O)Nc1nnc(SCC(=O)Nc2nc(C)cs2)s1
 : -5	-18	-8	-2	20	16	1.1	-3
Cc1ccc(NC(=O)COC(=O)/C=C/c2cccs2)c(C)c1
 : -14	5	9	-3	6	16	-1.0	-3
COc1ccc(-c2nnn(CC(=O)N(CCO)C(C(=O)NC3CCCC3)c3ccncc3)n2)cc1 (centres undefined)
 : 5	1	5	-2	-13	11	-0.4	-2
Cc1nn2c(-c3cccc(NC(=O)CN4CCOCC4)c3)nnc2c2ccccc12
 : 9	11	-9	2	2	7	0.2	6
Cc1oc2c(c1C(=O)O)C(=O)c1ccccc1C2=O
 : -170	15	1	1	24	9	2.5	2
COc1cccc(N2C(=NC(=O)C3CCCO3)SC3CS(=O)(=O)CC32)c1 (centres undefined)
 : 11	4	-5	1	-12	-6	0.0	0

# (next part)
SMILES,APJ antagonist,tim23-1 inh,Jurkat NFkB inh,APJ agonist,Mdm2-MdmX inh,697 NFkB inh,CHOP UPR activ,UPR XBP1 act
COc1ccc(CN2CCN(C(=O)Cn3nc(C(=O)O)c4ccccc4c3=O)CC2)cc1F,10,7,-3,2,6,17,0.2,-3
Cc1cccc(OCC(=O)OCC(=O)c2c(N)n(C)c(=O)n(C)c2=O)c1C,-17,-9,-8,0,-45,-35,-2.2,-2
COc1ccc(NS(=O)(=O)c2cc(NC(=O)c3nc4nc(C)cc(C)n4n3)ccc2C)cc1,-3,-3,5,-1,7,13,1.2,-2
O=c1c2[nH]c3ccccc3c2ncn1CCN1CCNCC1,11,3,-1,-8,6,11,-0.5,-1
CC(C)CC(=O)Nc1sc2c(c1C(=O)O)CCCCC2,-14,10,3,-3,19,13,-0.5,-2
CCN(C(=O)CSc1nc2ccccc2n1CCc1ccccc1)C1CCS(=O)(=O)C1 (centres undefined),4,36,-6,2,-2,-20,2.4,-2
COc1ccc(CNC(=O)C(c2ccc(O)cc2)N(Cc2ccco2)C(=O)c2snc(C(N)=O)c2N)cc1 (centres undefined),8,7,11,2,55*,29,0.9,0
Cc1cc(C)n2nc(SCc3cc(=O)oc4cc(O)ccc34)nc2n1,13,17,5,-4,30,25,0.7,1
CCOc1nc(SCCOc2ccc(Cl)cc2Cl)nc(N(C)C)n1,6,6,-17,-3,-1,-43,-0.6,-1
CC(=O)NCCCc1nc2ccccc2n1Cc1ccc(C)cc1,-18,-2,0,3,6,-34,-2.1,0
Cn1c(C(=O)NCc2cccs2)cc2oc3ccccc3c21,1,5,-60,-1,77*,i,5.8,3

# Screening data from PubChem.
